Screens as filed in PubChem.
GALR2 antag: antagonists of human galanin receptor 2 (GALR2); O43603; GALR2-expressing cells, antagonist mode; inhibition, % at 4 µM; 140,000 tested, 0.39% active; in the data active = inhibition above about 27%;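 note: cells stimulated with galanin 1-16 at roughly its EC80; 0% = agonist challenge control and 100% = basal control without agonist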
Target sequence (O43603 whole entry, looked up): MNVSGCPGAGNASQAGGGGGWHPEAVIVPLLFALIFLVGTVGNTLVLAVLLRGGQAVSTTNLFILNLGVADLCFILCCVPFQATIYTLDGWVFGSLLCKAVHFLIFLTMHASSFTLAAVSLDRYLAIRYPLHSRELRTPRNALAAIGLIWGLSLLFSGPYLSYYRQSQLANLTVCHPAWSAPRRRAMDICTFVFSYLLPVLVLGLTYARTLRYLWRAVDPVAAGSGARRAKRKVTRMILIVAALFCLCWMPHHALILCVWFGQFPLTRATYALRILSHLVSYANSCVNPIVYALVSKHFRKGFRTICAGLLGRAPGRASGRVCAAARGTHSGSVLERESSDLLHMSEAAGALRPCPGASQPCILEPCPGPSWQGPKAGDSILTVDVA
Measles CPE: protection of cells from measles virus. protection (pct of control), % at 4 µM. 140,000 tested, 1.5% active. Measles virus-infected cells, CPE protection, absorbance; in the data active = protection mostly above about 24%, no sharp cut-off; inactive = mostly below about 26%; note: some compounds called inactive have numbers as strong as hits
NPY Y2 blocker: blocks the human neuropeptide Y Y2 receptor. P49146. NPY-Y2 expressing cells, antagonist mode. inhibition, % at 2.7 µM. 140,000 tested, 0.99% active; in the data active = inhibition above about 17%;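 note: 0% = vehicle with agonist challenge and 100% = reference antagonist with challenge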
Target sequence (P49146 whole entry, looked up): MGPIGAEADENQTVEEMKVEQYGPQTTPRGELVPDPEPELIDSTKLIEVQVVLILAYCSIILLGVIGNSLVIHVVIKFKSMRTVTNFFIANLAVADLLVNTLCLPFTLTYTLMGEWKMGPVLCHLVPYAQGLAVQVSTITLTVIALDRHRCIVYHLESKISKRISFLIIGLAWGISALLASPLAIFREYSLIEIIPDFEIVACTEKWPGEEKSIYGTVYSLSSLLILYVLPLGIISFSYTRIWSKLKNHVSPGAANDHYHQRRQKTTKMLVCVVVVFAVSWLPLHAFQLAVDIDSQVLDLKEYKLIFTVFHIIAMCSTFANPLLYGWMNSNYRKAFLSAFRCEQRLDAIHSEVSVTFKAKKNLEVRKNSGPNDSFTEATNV
E-sel TNF inh: TNF alpha driven E-selectin expression inhibition; HUVEC TNFa-induced E-selectin immunofluorescence, high content; inhibition, % at 2 µM; 120,000 tested, 0.71% active;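 active = inhibition above the batch mean plus 3 SD, and confirmed as a hit on visual image review, cut at about 43% in these data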;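 note: 0% = TNF-stimulated DMSO wells and 100% = unstimulated control wells; not every result past the cut was called active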
Yeast lifespan up: extends the lifespan of yeast; S. cerevisiae growth with nicotinamide, OD615; deaD strain in restrictive glucose medium; inhibition of the nicotinamide effect, % at 10 µM; 130,000 tested, 0.68% active;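 active = inhibition above a set limit, placed 3 SD over the median of all compounds, cut at about 26% in these data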;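 note: 0% = nicotinamide-treated wells and 100% = cells grown without nicotinamide; some compounds called inactive have numbers as strong as hits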
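Assay system: DeaD-strain S. cerevisiae. Medium: CSMM-D glucose medium, restrictive. Reagent: nicotinamide, 1.5 mM, co-present with compound. Compound: 10 µM single point, 0.25% DMSO. Schedule: culture preincubation 4 h, compound exposure 48 h, both 30 °C. Detection: absorbance at 615 nm.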
Phagocytosis inh: macrophage phagocytosis inhibition | J774A.1 macrophage IgG-bead phagocytosis, imaging | AID 1029 | inhibition, % at 5 µM | 110,000 tested, 0.07% active;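 active = inhibition above the mean of the plate negative controls plus 5 SD, cut at about 13% in these data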;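 note: phagocytic index as fraction of beads internalized from green versus red external bead signal; plate controls were DMSO negative control for no effect and cytochalasin-D positive control for full effect; some results beyond the cut were filed as inactive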
MRP-1 activ: activators of MRP-1 | H69AR cells + doxorubicin, viability rescue, CellTiter-Glo | viability increase, % at 10 µM | 140,000 tested, 0.61% active;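 active = viability gain under doxorubicin at or above a set limit, the compound median plus 3 SD, cut at about 4.7% in these data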;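 note: MRP-1 overexpressing cells given doxorubicin 25 µM after compound pretreatment; 18-22 h compound pretreatment then 72 h with doxorubicin before readout; 0% = doxorubicin-only wells and 100% = vehicle-treated cells without doxorubicin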
bCat KO growth: beta-catenin-lacking colon tumor cell growth suppression; HCT116 beta-catenin knockout viability, CellTiter-Glo, 60 h; stronger effect = lower value; viability, % at 10 µM; 140,000 tested, 1.5% active; AID 818;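 active = viability at or under a set limit, the compound median less 4 SD, cut at about 6% in these data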;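 note: 0% = Hyamine 1622 control at 20 µM and 100% = untreated cell control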
Yeast growth inh: yeast BB579 growth reduction in restrictive medium; S. cerevisiae BB579 growth, OD615, 48 h; inhibition, % at 10 µM; AID 804; 140,000 tested, 0.51% active;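 active = inhibition above a set limit, 3 SD over the mean compound inhibition, cut at about 44% in these data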; note: inactives centre near -24
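Assay system: S. cerevisiae DeaD strain BB579 yeast. Medium: CSMM-D restrictive synthetic medium containing dextrose (glucose). Times: 4 h cell preincubation, 48 h compound exposure, 30 °C humidified. Signal: OD615 turbidity measurement. Benchmarks: positive control amphotericin B 10 µg/mL.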
PTEN del growth: growth suppressors of cells with PTEN tumor suppressor deletion. HCT116 PTEN-null viability, CellTiter-Glo, 60 h; stronger effect = lower value. viability, % at 10 µM. 140,000 tested, 1.2% active. AID 827;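 active = viability at or below a set limit, 4 SD under the median of all tested compounds, cut at about 3.7% in these data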;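 note: PTEN knockout HCT116 line with beta catenin targeted HCT116 as companion control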
An asterisk follows results filed as active; . = not tested or not shown.

SMILES	GALR2 antag	Measles CPE	NPY Y2 blocker	E-sel TNF inh	Yeast lifespan up	Phagocytosis inh	MRP-1 activ	bCat KO growth	Yeast growth inh	PTEN del growth
COc1ccc(N(CC(=O)Nc2cccc(C)c2)S(=O)(=O)c2c(C)n[nH]c2C)cc1	3	3	-1	.	-11	.	-1.6	90	3	89
Cc1ccc(C(=O)c2cc3ccccc3o2)cc1	0	24	0	-22	-19	.	-1.9	77	-23	82
Cc1ccc2oc(=O)cc(CN3CCOCC3)c2c1	6	2	-4	4	-1	-1	-2.2	90	-60	91
O=C(CN(C(=O)CSc1nnc(COc2ccccc2)o1)c1ccc(F)cc1)NC1CCCC1	-13	6	-1	9	5	-1	-0.7	87	-37	80
Cc1ccn2c(CN3CCOCC3)c(-c3ccccc3)nc2c1	5	4	2	25	-7	0	-0.4	95	-14	102
O=C1c2ccccc2C(Nc2ccc(F)c(Cl)c2)N1Cc1ccco1 (centres undefined)	6	17	4	.	-11	0	-2.7	68	-13	70
COCCNC(=O)CCc1c(C)nc2c(-c3ccc(F)cc3)c(C)nn2c1C	-11	14	-2	.	-7	-1	-2.3	92	-19	92
COC(=O)CCC(=O)c1oc2ccccc2c1N	12	9	2	-23	-16	0	-0.3	98	-31	108
Cc1ccccc1-c1nc(CS(=O)CC(=O)NCCN2CCOCC2)c(C)o1 (centres undefined)	-8	20	2	7	-2	0	-1.3	105	-31	100
CCOc1ccc(-c2c[n+]3c(n2-c2ccccc2)CCCCC3)cc1	-10	15	3	30	-4	-9	-0.7	15	5	14
Cc1nn(-c2ccccc2)c(N)c1Sc1ccccc1[N+](=O)[O-]	9	46*	1	.	10	-4	1.3	89	-9	84
CC(C)c1cc(C(=O)N/N=C/c2cccnc2)n[nH]1	-10	20	2	.	3	-4	1.2	90	-29	98
Cc1ccc(C(=O)NCC(=O)NCC(=O)OCC(=O)c2ccc(Br)cc2)cc1	-6	12	0	24	3	-2	-1.2	100	-8	98
CC(=O)N1CCN(c2ccc(Oc3ncnc4sccc34)cc2)CC1	2	8	1	.	-11	0	-1.0	99	-3	94
CC1CN(Cc2cc(=O)[nH]c(C(C)C)n2)CC(C)O1 (centres undefined)	-11	14	2	-28	-5	0	-0.1	102	-1	104
CC1=NCCN1S(=O)(=O)c1cc(Cl)ccc1Cl	4	7	-1	-10	4	.	-1.0	102	-20	99
CCOCc1cnc(C)nc1NCC(=O)c1c(C)[nH]c2ccc(OC)cc12	-13	2	2	17	2	3	0.1	88	-10	81
O=C(NCc1ccncc1)C(=O)NCC(c1ccco1)N1CCN(c2ccc(F)cc2)CC1 (centres undefined)	-7	20	4	.	1	-3	-1.5	93	-29	88
CCOC(=O)CC(=O)CSc1ncnc2c1cnn2-c1ccccc1	-15	17	2	-4	-3	0	2.8	101	-63	100
CC(C)(C)C(=O)N1CCN(c2ccc([N+](=O)[O-])c(NCC3CCCO3)c2)CC1 (centres undefined)	-23	5	3	-47	-13	2	-1.9	97	-18	89
O=C(O)C1CCN(c2c([N+](=O)[O-])cc(C(F)(F)F)cc2[N+](=O)[O-])CC1	-2	18	4	18	-5	.	-0.8	100	-16	91
COc1ccccc1N(CC(=O)N1CCCCC1)S(=O)(=O)c1ccccc1	10	2	1	34	2	-2	-1.0	89	-10	96
CCOc1ccc(C2c3c(oc4ccccc4c3=O)C(=O)N2c2ccc(C)cn2)cc1OC (centres undefined)	-4	15	2	-6	7	-1	-2.9	85	-55	73
COc1ccc(C(=O)OCC(=O)Nc2ccc(F)c(F)c2F)cc1OC	1	6	6	-29	-11	.	-3.0	97	-43	98
CCc1cc(C(=O)OC)c(N2C(=O)C3C4C=CC(C4)C3C2=O)s1 (centres undefined)	-25	2	2	20	-6	0	-2.3	91	-25	96
COC(=O)c1ccc(-n2c(C)ccc2-c2ccccc2)cc1	3	16	7	-30	-14	0	-1.6	55	-10	52
Cc1cccn2c(=O)c(C=NCc3ccccc3)c(NCCO)nc12	-7	9	2	46	-21	-2	-1.7	93	-30	99
O=C(N/N=C/C=C/c1ccccc1)C1CC1(c1ccccc1)c1ccccc1 (centres undefined)	10	12	0	-9	-3	-2	-2.5	73	-28	66
Cc1cc(Cl)ccc1NC(=O)CSc1nnc(Cc2cccs2)n1Cc1ccco1	1	.	21*	0	-15	-1	-0.1	78	-60	79
CCCC1=C(C(=O)OCC)C(c2ccc(N(C)C)cc2)n2ncnc2N1 (centres undefined)	-3	6	3	-21	-9	0	-1.0	109	-46	93
CCOC(=O)c1ccc2nc(C)c(CCC(C)=O)c(Cl)c2c1	-11	4	4	-9	-30	.	-5.3	70	3	60
CCCC[N+](C)(C)CCC(=O)NC(C)(C)CS(=O)(=O)[O-]	-1	7	1	-2	-9	-1	-0.1	107	-34	105
O=C(O)C1CC=CCC1C(=O)Nc1cc(Cl)ccc1Cl (centres undefined)	-1	3	3	1	.	.	-2.3	87	-26	93
CC1Cc2ccccc2N1CC(=O)NC(c1ccccc1)c1ccccc1 (centres undefined)	-3	4	3	-15	1	-8	-3.3	83	-24	80
COC(=O)c1sccc1NC(=O)Cn1nnc(-c2ccc(C)cc2)n1	3	6	7	-3	7	-1	-1.8	112	-16	95
Nc1[nH]c(N=NC(=O)c2ccccc2)c2ccccc12	23	19	5	.	-3	-2	1.6	95	-20	98
COCCn1c(=NC(=O)c2cc(Cl)sc2Cl)sc2cc(S(N)(=O)=O)ccc21	4	10	3	.	4	-5	-4.3	8	-43	2.3*
O=C(NCc1ccc(F)cc1)c1cnc(-c2ccccn2)nc1C(F)(F)F	-9	15	2	4	-10	0	1.0	96	-15	108
Cc1cccc(-c2nc3ccccc3c(=O)n2NC(=O)Cc2ccc(Cl)cc2)c1	-9	3	10	24	19	-9	-2.3	91	-8	95
CCOC(=O)c1ccccc1NC(=O)CN1C(=O)c2ccccc2S1(=O)=O	3	3	0	4	0	-3	-2.1	87	26	91

Of the compounds above, these contain a CF3 group.
SMILES	GALR2 antag	Measles CPE	NPY Y2 blocker	E-sel TNF inh	Yeast lifespan up	Phagocytosis inh	MRP-1 activ	bCat KO growth	Yeast growth inh	PTEN del growth
O=C(O)C1CCN(c2c([N+](=O)[O-])cc(C(F)(F)F)cc2[N+](=O)[O-])CC1	-2	18	4	18	-5	.	-0.8	100	-16	91
O=C(NCc1ccc(F)cc1)c1cnc(-c2ccccn2)nc1C(F)(F)F	-9	15	2	4	-10	0	1.0	96	-15	108

Following part:
SMILES	GALR2 antag	Measles CPE	NPY Y2 blocker	E-sel TNF inh	Yeast lifespan up	Phagocytosis inh	MRP-1 activ	bCat KO growth	Yeast growth inh	PTEN del growth
COC(=O)c1cc2ccccn2c2c(C(=O)OC)c(C(=O)OC)cc1-2	-2	17	0	16	-8	0	-2.2	85	-66	83
CC1=C/C(=C\c2ccc(Br)o2)C(=O)O1	3	11	2	.	-2	-5	-1.3	90	14	95
Cc1cccn2c(=O)c3cc(C#N)c(=O)n(-c4c(C)n(C)n(-c5ccccc5)c4=O)c3nc12	5	18	10	-25	-1	-1	-0.9	104	-2	98
COc1ccc(C(=O)OCC(=O)NCc2ccco2)cc1S(=O)(=O)N1CCN(c2cccc(Cl)c2)CC1	2	3	0	7	-8	0	-1.0	97	-25	98
O=C(CSc1nc2cc(S(=O)(=O)N3CCOCC3)ccc2o1)NC1CCCc2ccccc21 (centres undefined)	-3	9	0	-3	5	0	-1.7	77	-76	87
COc1nc(-c2ccc(Cl)cc2)ccc1-c1noc(-c2cccs2)n1	11	9	0	-50	-6	.	-1.2	108	3	103
O=C(CSc1nc2ccccc2n1Cc1ccccc1)N/N=C/c1ccco1	2	7	2	-35	3	0	-1.8	100	-39	107
COc1ccc(CN(C(=O)c2cccs2)C(C(=O)NC2CCCCC2)c2ccc3ncccc3c2)cc1 (centres undefined)	-14	26	2	.	2	.	-2.9	79	19	76
CC(=O)N(C(C)=O)S(=O)(=O)c1ccc(N=NN2CCOCC2)cc1	-3	10	0	.	-1	-9	0.1	90	-9	101
CC1CCC/C(=N\NC(=S)Nc2ccccc2)C1 (centres undefined)	-1	6	1	5	0	2	-0.9	96	-24	100
Nc1ncnc2c1CCC2	-2	15	9	-8	-4	0	0.0	89	-49	110
Cc1cc(C(=O)OCC(=O)Nc2ncc(C(F)(F)F)cc2Cl)c(C)o1	-1	14	7	.	-7	-2	-0.6	87	-47	98
Cc1ccc(OC(=O)c2ccc(S(=O)(=O)N(C)C)cc2)c(-n2nc3ccccc3n2)c1	-2	17	0	-21	-12	-4	-3.1	61	-19	59
O=C1CCc2cc(S(=O)(=O)N3CCC(C(=O)NC4CCCC4)CC3)ccc2N1	-1	4	0	-2	-5	-1	-0.1	81	-9	86
CC(C)OC(=O)CSc1nnc(-c2cnccn2)n1Cc1ccco1	-9	25	3	10	-9	0	-3.1	95	-17	100
Cc1ccc(SCC(=O)O/N=C(\N)c2ccc([N+](=O)[O-])cc2)cc1	0	2	7	-21	-5	.	-1.9	99	-28	93
COC(=O)CNC(c1ccccc1)c1cc(Br)ccc1NC(=O)CCN1CCOCC1 (centres undefined)	10	24	1	.	7	4	-3.9	86	-2	83
COc1cccc(NC(=S)N/N=C2\CC(C)(C)Oc3ccc(O)cc32)c1	8	5	0	.	2	.	-3.3	77	-15	63
CC(=O)Nc1ccc2c(c1)OCCO2	4	3	2	7	-24	.	0.1	98	-27	93
O=C(Nc1cccs1)Nc1c(F)c(F)c(F)c(F)c1F	-2	5	8	69*	4	0	-2.7	80	-39	84
CCn1nnnc1SCC(=O)NCc1ccc2c(c1)OCO2	2	13	1	-5	.	.	-1.6	90	-39	95
Cc1cc(C)nc(Nc2ccccc2Br)n1	6	22	3	-1	-18	-2	0.6	92	9	88
COc1ccccc1CNC(=O)COC(=O)[C@H](Cc1c[nH]c2ccccc12)NC(=O)c1cccs1	2	3	3	.	-3	-10	1.4	82	-17	99
COC(=O)Cn1ccc(N(C)C)c(C#N)c1=O	5	3	4	-6	-12	0	-2.8	93	8	95
CCOc1cc(C(=O)N(C)Cc2cc3ccccc3[nH]c2=O)cc(OCC)c1OCC	3	64*	1	-13	-9	0	-1.0	95	-10	97
CCCc1[nH]nc2c1C(c1cc(OC)cc(OC)c1)C(C#N)=C(N)O2 (centres undefined)	-9	83*	1	-2	-1	1	-1.6	94	6	98
COC(=O)c1[nH]c2cccc(OC)c2c1NC(=O)CCN1CCN(c2ccccc2OC)CC1	-13	16	2	.	11	-2	-1.5	71	-49	71
COc1ccc(CCN2C(=O)c3ccccc3C2(O)c2ncc[nH]2)cc1OC (centres undefined)	3	12	-1	-12	.	.	1.7	96	-16	101
C=CCSc1nc(C)cc(/C=C\c2ccccc2)c1C#N	-1	18	3	-20	-8	.	0.7	98	-57	97
CC(C)N(C(=O)COC(=O)c1cc(Cl)cc(Cl)c1N)C(C)C	5	8	1	5	-2	0	-0.7	64	-82	73
COc1ccc(NS(=O)(=O)c2ccc(C)c(C(=O)O)c2)cc1	8	5	-2	-45	-24	0	-1.5	92	-25	103
CCS(=O)(=O)Nc1ccc(-c2nnc(SCC(=O)c3cccc(OC)c3)o2)cc1	-3	6	0	5	-11	-1	1.8	103	-43	110

Compounds as they come; any-hit rate near 6.1%.
